Screens from PubChem BioAssay.
RTF Ca sens inh – cardiac RTF calcium desensitization. P19429+P45379. IANBD-labeled cardiac RTF, Ca2+ fluorescence. inhibition, % at 7.15 µM. 0.12% of 340,000 active. AID 493244;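 active = inhibition above the mean inhibition of all tested compounds plus 3 SD, cut at about 17% in these data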;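 also: assay run at fixed EC70 calcium of 1.6 mM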
Keap1-Nrf2 PPI – Keap1-Nrf2 (human) interaction inhibition. Q14145. Keap1 Kelch-Nrf2 peptide fluorescence polarization, 1536-well. inhibition, % at 9.4 µM. 0.15% of 340,000 active. AID 504523; in the data active = inhibition above about 12%;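 also: human Keap1 Kelch domain with fluorescein labeled Nrf2 9mer peptide probe; 0% = neutral control wells and 100% = peptide positive control; higher means more block of Keap1 binding to Nrf2 peptide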
V-ATPase pHluor – yeast V-ATPase proton transport regulation by pHLuorin; 0.37% of 350,000 active; AID 504577; response, % at 10 µM; S. cerevisiae, pHLuorin cytosolic pH fluorescence; in the data active = response mostly above about 7.3%, no sharp cut-off; inactive = mostly below about 5.4%; also: actives read high; inactives centre near 0; some compounds called inactive have numbers as strong as hits
NSD2 HMT inh – blocks human histone methyltransferase NSD2 | O96028 | NSD2 peptide methylation, AlphaScreen, 120 min | inhibition, % at 12.5 µM | 0.54% of 310,000 active | AID 743445; in the data active = inhibition above about 50%
DSG3 Ab inh – human desmoglein-3 autoantibody binding inhibition; 0.48% of 310,000 active; binding (percent of control), % at 10 µM; P32926; DSG3-coupled beads, scFv-anti-DSG3-GFP binding, flow cytometry; stronger effect = lower value;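 active = binding more than 3 SD below its plate's average and above zero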;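 also: hits lower antibody fragment binding to DSG3; some compounds called inactive have numbers as strong as hits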
Target sequence (P32926 whole entry, looked up, the tested form may be a part): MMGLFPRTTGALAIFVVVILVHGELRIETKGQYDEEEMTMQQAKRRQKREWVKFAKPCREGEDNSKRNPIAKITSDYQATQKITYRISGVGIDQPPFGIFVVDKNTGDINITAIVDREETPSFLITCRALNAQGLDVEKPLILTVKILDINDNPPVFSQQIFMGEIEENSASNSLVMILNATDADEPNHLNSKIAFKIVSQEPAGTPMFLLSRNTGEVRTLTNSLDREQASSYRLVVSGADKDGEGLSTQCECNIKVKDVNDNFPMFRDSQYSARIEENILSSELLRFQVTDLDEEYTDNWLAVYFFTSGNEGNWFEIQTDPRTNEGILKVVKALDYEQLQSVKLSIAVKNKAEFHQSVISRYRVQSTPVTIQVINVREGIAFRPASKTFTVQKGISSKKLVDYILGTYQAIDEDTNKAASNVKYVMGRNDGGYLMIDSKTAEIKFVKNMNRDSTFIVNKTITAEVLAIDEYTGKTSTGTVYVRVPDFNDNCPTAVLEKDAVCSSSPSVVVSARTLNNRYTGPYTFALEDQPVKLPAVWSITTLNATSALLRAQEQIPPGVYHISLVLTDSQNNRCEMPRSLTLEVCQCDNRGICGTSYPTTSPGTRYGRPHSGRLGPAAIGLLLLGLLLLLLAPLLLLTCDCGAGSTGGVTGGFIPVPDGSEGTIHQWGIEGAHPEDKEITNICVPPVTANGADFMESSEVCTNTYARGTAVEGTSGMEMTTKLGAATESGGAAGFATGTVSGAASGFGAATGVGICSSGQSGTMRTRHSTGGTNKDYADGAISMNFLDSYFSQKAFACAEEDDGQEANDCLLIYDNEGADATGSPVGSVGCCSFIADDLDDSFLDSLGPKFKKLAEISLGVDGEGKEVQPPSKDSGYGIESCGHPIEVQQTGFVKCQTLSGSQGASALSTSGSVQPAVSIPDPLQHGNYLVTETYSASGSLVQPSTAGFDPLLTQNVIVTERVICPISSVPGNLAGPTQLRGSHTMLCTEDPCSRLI
CAL PDZ FP-1 – inhibitors of human CAL PDZ peptide binding; Q9HD26; purified CAL PDZ, TMR-peptide fluorescence polarization, 1 h; AID 504414; inhibition, % at 20 µM; 0.02% of 330,000 active;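 active = highest replicate inhibition of at least 40%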;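 also: plate controls were DMSO neutral control wells for no effect and unlabeled competitor peptide control wells for full effect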
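Material: tagged CAL PDZ protein CerCALP, purified; buffer or medium: sodium phosphate/NaCl buffer pH 7.4 with TCEP, IgG, Thesit; also added: fluorescent TMR peptide probe; schedule: 1 h incubation at room temperature before polarization reading; technique: fluorescence polarization from S- and P-plane intensities, G-factor corrected; control set: unlabelled peptide and DMSO controls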
CAL PDZ FP-2 – CAL PDZ (human) peptide binding inhibition. AID 602252. purified CAL PDZ, TMR-peptide fluorescence polarization, 1 h. Q9HD26. 0.92% of 300,000 active. inhibition, % at 24.9 µM;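 active = mean inhibition of at least 30% with at least half of replicates also reaching 30%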;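 also: 0% = DMSO neutral control and 100% = excess unlabeled competitor peptide PRC23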
DAGLB inh – blocks human DAGLB lipase activity; Q8NCG7; 0.059% of 340,000 active; inhibition, % at 5.17 µM; HEK293T DAGLB membrane lysate, EnzChek fluorogenic substrate; in the data active = inhibition above about 34%;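 also: 0% = enzyme with vehicle and 100% = wells lacking enzyme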
Arr AP2 block – blocks beta-arrestin peptide binding to AP2 adaptin; inhibition, % at 10 µM; FITC-arrestin peptide / GST-AP2 beads, flow cytometry; AP2 beta2 appendage carries R879A mutation; 0.31% of 340,000 active; AID 504490;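 active = inhibition above a set limit, near 3 SD of compounds lacking own fluorescence, cut at about 54% in these data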;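 also: plate controls were DMSO wells for no effect and 5 µM unlabelled arrestin peptide for full effect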
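System: GST-AP2 R879A bound to glutathione beads, E. coli-expressed. Also added: 50 nM FITC-arrestin peptide. Schedule: compound with beads 12 min RT, then probe 1 h RT. Signal: bead flow cytometry, FITC channel. Read-out basis: percent response.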
C-LANA FP – inhibitors of KSHV LANA C-terminal domain DNA binding; MBP-C-LANA/FAM-LBS DNA binding, fluorescence polarization; inhibition, % at 9 µM; 0.078% of 340,000 active;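 active = highest replicate inhibition at or above 60% at 9 µM, even if other replicates fall short; inactive = all replicates below 60% inhibition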;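 also: 0% = neutral control wells and 100% = 4 µM acridine orange control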
The depositor's hits bear a star; x = no result given; & = joins results of further samples. These rows are one share of the data; count on the stated rates, not on these rows.

SMILES	RTF Ca sens inh	Keap1-Nrf2 PPI	V-ATPase pHluor	NSD2 HMT inh	DSG3 Ab inh	CAL PDZ FP-1	CAL PDZ FP-2	DAGLB inh	Arr AP2 block	C-LANA FP
Cc1ccc(C2=NS(=O)(=O)N(C)C(C(=O)N3CCCCC3)=C2)cc1	4	1	3	x	92	-0.3	x	-3	-1	-0.7
O=C(NCC(=O)N(c1ccccc1F)C(C(=O)NCC1CCCO1)c1ccccc1)c1ccco1 (centres undefined)	-2	0	-1	-2	98	-0.2	-2	0	-8	0.2
COc1ccc(C2=C(O)C(C)N(c3ccccc3)C2=N)cc1OC (centres undefined)	-6	-5	0	-2	89	-3.2	0	2	12	-1.1
CSCCC(NC(=O)c1ccccc1Cl)C(=O)NCC(c1ccco1)N1CCCCC1 (centres undefined)	-12	-8	3	3	x	-1.9	0	2	3	-0.7
COc1ccc(CN(C(=S)Nc2ccccc2)C2CC(=O)N(c3ccc(F)cc3)C2=O)cc1 (centres undefined)	-6	-4	-5	-2	105	-4.3	-4	-5	6	-0.8
Nc1ccn([C@H]2C[C@H](O)[C@@H](CO)O2)c(=O)n1	-9&9	-3&-2	-1&11	x	96	0.3&-0.1	1&-1	-1&6	2&25	0.8&5.2
CCOC(=O)/C=C1\SCC(=O)N1CC(=O)Nc1ccc2c(c1)CCC2	5	-2	-1	x	100	-0.4	-3	-1	4	-1.0
CC1Cc2ccccc2N1C(=O)CSc1nc(-c2ccccc2)cs1 (centres undefined)	5	-3	2	-5	94	-2.0	-3	-10	-46	0.2
CNC(=O)c1ccsc1NC(=O)C1CCN(S(=O)(=O)c2ccc(Cl)s2)CC1	1	1	-1	0	100	-2.6	x	2	-4	0.2
COc1ccccc1CCC(=O)OC(C)C(=O)Nc1c(C)n(C)n(-c2ccccc2)c1=O (centres undefined)	8	0	-2	-4	103	0.4	-8	-1	-10	8.8
Cc1cc(C)cc(NC(=O)c2cc(Cl)sc2Cl)c1	-17	-6	6	-3	100	-1.1	-4	-9	-2	1.2
Cc1cc(C)c(C(=O)OCC(=O)Nc2cccc(S(=O)(=O)N3CCCCC3)c2)c(C)c1	-7	3	4	-1	101	-3.8	-5	-1	-16	-0.4
CCOC(=O)c1oc2ccccc2c1CN1CC(C)OC(C)C1 (centres undefined)	-21	4	8	8	103	-1.0	-3	-5	-3	-0.9
N=c1ncn(Cc2ccccc2)c2nc(SCCOc3ccccc3)[nH]c12	-15	-1	1	-1	119	-0.1	-2	2	1	0.6
Oc1cccc(C=NCc2ccccc2)c1O	4	-2	-4	x	96	-0.3	0	3	14	8.7
O=C(O)c1csc(-c2ccc(Cl)cc2)n1	3	-1	3	-3	107	-0.3	3	0	7	-0.6
CCc1cc2c3c([nH]c2cc1S(=O)(=O)N1CCC2(CC1)OCCO2)CCCC3=O	-9	-1	1	x	74	-5.0	-6	3	-5	2.2
COc1cc(/C=N/NC(=O)c2nonc2C)ccc1O	-6	-1	-1	2	93	-4.6	-2	2	-12	1.8
CC(C)C(=O)Nc1ccc2nn(-c3ccc(F)cc3)nc2c1	-4	1	-1	-2	131	-2.2	-4	-7	0	-1.8
COC(=O)c1[nH]c2ccccc2c1NC(=O)C(C)N1CCOCC1 (centres undefined)	4	0	-3	0	97	0.6	-16	-5	16	-1.5
CCN(CC)C(=O)c1sc(N)c(C(=O)OC(C)C)c1C	-9	-2	1	-10	x	1.3	2	1	7	-0.4
O=C(Nc1ccc(C(=O)OC[C@@H]2CCCN3CCCC[C@H]23)cc1)c1cccc(Br)c1	-5	0	-2	-2	164	-3.7	-4	2	-1	1.3
O=C1CCC([N+](=O)[O-])C(c2cccc3ccccc23)N1 (centres undefined)	-10	-3	-3	-1	101	0.0	0	1	4	-1.7
c1ccc(Nc2nc3ccccc3n3cnnc23)cc1	-5	0	4	x	104	1.8	x	-1	-6	1.1
Cc1ccc(NC(=O)CN(C)C(=O)CSc2ncc(C(F)(F)F)cc2Cl)cc1	0	0	-2	-2	97	-2.9	x	-2	36	3.1
COc1ccc(Br)cc1C1CC(=O)N2CN(Cc3ccccc3)CSC2=C1C#N (centres undefined)	-7	-4	0	x	98	-0.7	0	3	10	0.2
CC(=O)c1ccccc1NC(=O)COC(=O)c1cc2ccccc2[nH]1	2	-5	-1	0	111	-1.7	-6	-6	-4	0.8
COc1ccc(C(C[N+](=O)[O-])c2c(C)[nH]c3ccccc23)cc1OC (centres undefined)	6	-1	1	1	98	-1.4	-1	-1	9	1.0
CC1(c2ccccc2)NC(=O)N(NC(=O)COC(=O)c2cc(Br)ccc2O)C1=O (centres undefined)	-35	0	-6	-2	96	-2.8	-7	0	0	0.9
CC(C)(CO)NC(=O)CC1C(=O)NCCN1CC(c1ccccc1)c1ccccc1 (centres undefined)	1	5	7	-4	105	0.3	x	1	-17	-2.1
Cc1cc(C(=O)NC(=S)Nc2cccc(NC(=O)C(C)C)c2)ccc1[N+](=O)[O-]	6	-2	5	0	102	0.1	1	-2	22	-0.3
CC1CCCCC12NC(=O)N(CC(=O)Nc1nccs1)C2=O (centres undefined)	5	-4	1	0	120	0.1	4	0	4	0.0
O=C(CN1CCOCC1)N/N=C/c1ccc(-c2cccc(Cl)c2Cl)o1	0	0	1	2	116	-2.2	x	0	1	0.6
Cc1noc(C)c1C(=O)Nc1ccc(S(=O)(=O)N2CCCCC2)cc1	5	1	5	0	110	-0.1	x	-1	27	1.0
COc1ccc(N2CCN(S(=O)(=O)c3c(C)n(C)c(=O)n(C)c3=O)CC2)cc1	-7	-1	0	1	101	0.3	-5	0	-14	-1.8
COC(=O)c1c(N)sc2c1CC(C)(C)OC2	-10	-2	1	-5	98	-0.1	2	-2	12	-2.0
CCOc1ccc(NC(=O)CN(C)C(=O)c2csc3c2CCCC3)cc1OCC	-3	2	1	8	103	-0.3	7	-2	-5	-0.4
CC1(C)C[C@@H]2C[C@@](C)(CN2C(=O)c2ccccc2)C1	-6	4	1	-1	108	0.4	x	-1	1	0.5
O=C(NCC(=O)N1CCN(S(=O)(=O)/C=C/c2ccccc2)CC1)c1ccccc1F	1	-1	-3	-1	91	0.0	2	0	3	0.6
CC(C)c1nnc(NC(=O)c2ccc3c(c2)OCO3)s1	2	2	-2	-4	100	0.3	x	-7	-5	1.5

3 of the compounds above, with values under each structure:
Values run as follows: RTF Ca sens inh	Keap1-Nrf2 PPI	V-ATPase pHluor	NSD2 HMT inh	DSG3 Ab inh	CAL PDZ FP-1	CAL PDZ FP-2	DAGLB inh	Arr AP2 block	C-LANA FP
> CCOc1ccc(NC(=O)CN(C)C(=O)c2csc3c2CCCC3)cc1OCC
    -3	2	1	8	103	-0.3	7	-2	-5	-0.4
> CC1(C)C[C@@H]2C[C@@](C)(CN2C(=O)c2ccccc2)C1
    -6	4	1	-1	108	0.4	x	-1	1	0.5
> O=C(NCC(=O)N1CCN(S(=O)(=O)/C=C/c2ccccc2)CC1)c1ccccc1F
    1	-1	-3	-1	91	0.0	2	0	3	0.6

Next structures
SMILES	RTF Ca sens inh	Keap1-Nrf2 PPI	V-ATPase pHluor	NSD2 HMT inh	DSG3 Ab inh	CAL PDZ FP-1	CAL PDZ FP-2	DAGLB inh	Arr AP2 block	C-LANA FP
CC(C)NC(=O)C12CC3CC(C1)CC(C(=O)NC(C)C)(C3)C2	-3	-4	0	-1	87	-0.7	-1	-2	0	0.6
COCCNC(=O)CN1C(=O)CSc2cc(S(=O)(=O)N3CCCCCC3)ccc21	1	-8	0	x	96	-0.6	-2	1	2	-0.3
CC1CC(C)CN(C(=O)COC(=O)Cc2ccc(Cl)cc2)C1 (centres undefined)	-7	1	-1	23	103	-0.8	1	-2	10	-2.9
Brc1cnc(N2CCOCC2)nc1N1CCCCC1	-9	-3	-3	-2	101	-0.2	-5	-3	4	0.1
Cc1nn(-c2ccccc2)c(N)c1C(c1ccccc1)c1c(C)nn(-c2ccccc2)c1N	-18	1	4	4	105	-0.9	-1	-2	-2	6.4
Cc1ccc(C2=NNC(=O)C(P(=O)(c3ccccc3)c3ccccc3)C2)cc1 (centres undefined)	-3	1	0	5	104	-0.8	-6	2	10	0.4
O=C(C1CCCN(Cc2cccs2)C1)N1CCCCCC1 (centres undefined)	-5	-2	4	0	x	-0.2	0	1	6	-0.8
Cc1ccc(S(=O)(=O)N2CCN(C(=O)N3CCOCC3)C2c2ccc(N(C)C)cc2)cc1 (centres undefined)	-4	1	1	4	105	0.0	x	1	4	-0.5
COC(=O)CC1C(=O)NCCN1C(=O)CSc1nc2ccccc2o1 (centres undefined)	-7	0	-2	-6	x	-0.8	-5	0	3	1.1
O=C(Cn1cnc2ccccc21)N/N=C/C(Br)=C/c1ccccc1	-11	-4	1	-2	x	0.2	-5	2	6	-0.1
Cc1cc2c(cc1C)CN(c1ccccc1)C2	1	1	-8	-2	111	-0.4	x	-2	45	-2.7
CN1CC=C2C(C#N)=C(N)C(C#N)(C#N)C(CCc3ccccc3)C2C1 (centres undefined)	-28	20*	-1	x	x	-0.2	-5	1	-6	51
O=C(Cc1cccc2ccccc12)Nc1ccc(-c2cc3ccccc3oc2=O)cc1	-2	-10	0	x	116	-1.6	-2	-8	7	-0.4
CC1(C)CC(N2CCCC2)=CC(=[N+]2CCCCCC2)C1	12	-3	1	-1	84	-3.1	0	1	x	1.9
NC(=O)c1c(NC(=O)c2ccccc2F)sc2c1CCCC2	5	-3	2	-1	116	1.6	77*	-1	-2	-0.9
COc1ccc(CC/C(=N\O)C2(O)CCCCC2)cc1	-3	5	-2	-2	100	-0.5	x	-4	-8	0.4
COc1cc(CNC(=O)CCCC/C=C/C(C)C)ccc1O	-13	-1	1	x	107	-0.8	-6	-3	0	0.3
CCOC(=O)[C@@H](CCc1ccccc1)N[C@H](C)C(=O)N1[C@H](C(=O)O)C[C@@H]2CCC[C@@H]21	11	-4	0	x	112	-0.6	-3	-3	-1	1.9
Cn1c(CNC(=O)c2ccco2)nnc1SCC(=O)N1CCN(c2ccccc2F)CC1	-16	-2	2	3	104	-0.1	-3	-4	7	3.3
O=C(CN1C(=O)C2(OCCCO2)c2ccccc21)NCCc1ccccc1	-3	-5	2	-1	110	-2.1	5	-1	0	0.1
N#Cc1ccc(OCC(=O)NCC(c2cccs2)N2CCOCC2)cc1 (centres undefined)	-6	3	-1	7	112	-1.8	6	0	14	-0.1
O=C(O)CCc1ccc(-c2cccs2)n1-c1ccc(C(=O)O)cc1	-13	1	0	x	x	0.2	0	0	x	2.0
Cc1ccc(C(C)C)c2c1C(c1ccc3c(c1)OCO3)CC(=O)O2 (centres undefined)	-2	1	0	x	100	0.5	1	-5	-7	0.8
CCc1cccc(C)c1NC(=O)COC(=O)c1cc([N+](=O)[O-])ccc1N1CCOCC1	-1	-4	3	-1	104	0.0	x	0	0	-0.8
Cc1ccc(C2NC(=O)NC3=C2CCc2ccccc23)cc1 (centres undefined)	5	-4	3	2	96	-1.9	-4	-1	-7	-3.2
